Screens from PubChem.
APEX1 inh: blocks human APE1 abasic DNA cleavage; P27695; 0.35% of 350,000 active; Potency, µM (titrated, usually from 65.8 µM), inactives show top-dose activity change, negative = inhibition, actives largely listed as inhibitors; recombinant APE1, TAMRA/BHQ-2 abasic DNA cleavage fluorescence;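 note: potency is the fitted concentration of half-maximal effect; plate controls were vehicle for no effect and reference inhibitor for full effect; nearly all actives have a fitted effect of over 55% in size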
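Step 1: APE1 (0.75 nM) with compound, 15 min RT. Step 2: add 50 nM fluorophore/quencher THF duplex. Step 3: three fluorescence reads 60 s apart (525/598 nm); read 3 minus read 1 = reaction progress.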
ERG-DNA inh: inhibitors of human ERG Ets domain-DNA interaction | P11308 | fluorescence polarization, His-ERG Ets domain / labelled DNA | Potency, µM (top dose mostly 76.9 µM), for inactives: top-dose FP activity, negative = inhibition, actives largely listed as inhibitors | 0.028% of 370,000 active | AID 624246; active = well fitted inhibition curve with a large enough effect in the polarisation, with a control signal flat; inconclusive = small, poorly fitted or top-dose-only effect, or effect the other way, or a change in a side signal; inactive = no such curve, though single readings can be large or run the other way; the % refers to the polarisation;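 note: polarization taken with two DNA probes labelled with fluorescein and Texas red; potency is the fitted concentration of half-maximal effect; % of control where 0% means no effect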
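His-tagged ERG Ets domain (1 uM in the protein solution; 300mM KCl, 50mM Tris-HCl, 1mM EDTA, 1mM DTT, pH 7.5) received compound, then a probe mix of 5 nM fluorescein-DNA and 100nM Texas-615-DNA. Fluorescence polarization was read for both dyes.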
BLM helicase inh: blocks DNA unwinding by human BLM helicase. P54132. recombinant BLM DNA unwinding, fluorescence dequenching. Potency, µM (doses to about 56.1 µM), inactives show at the top dose activity change, negative = inhibition, most hits filed as inhibitors. 0.2% of 350,000 active;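 note: potency is the fitted concentration of half-maximal effect; plate controls were vehicle for no effect and no enzyme for full effect; nearly all actives have a fitted effect of over 35% in size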
ALOX12 inh: blocks human arachidonate 12S-lipoxygenase. Potency, µM (titrated, usually from 108 µM), for the others: top-dose activity change, negative = inhibition, most hits filed as inhibitors. 1.1% of 580,000 active. AID 1671190. purified 12hLO, xylenol orange hydroperoxide absorbance; note: potency is the fitted concentration of half-maximal effect; % is set by controls: 0 for no effect and ±100 for the full control effect
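Hydroperoxide product was detected by ferrous iron/xylenol orange as the 573 to 405 nm absorbance ratio. Arachidonic acid at 40 uM (final) was turned over for 30 min at room temperature by 150 nM human 12hLO, pH 7.0 Hepes buffer, after 15 min compound preincubation.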
POLK inh: blocks human DNA polymerase kappa activity; Q9UBT6; purified Pol kappa, fluorescent DNA synthesis assay, 10 min; Potency, µM (series often up to 107 µM), inactives show top-dose activity, negative = inhibition, most hits filed as inhibitors; 0.53% of 400,000 active; note: potency is the fitted concentration of half-maximal effect; % is set by controls: 0 for no effect and ±100 for the full control effect
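Enzyme at 10 nM met test compounds for 15 min at room temperature. Substrate addition (50 nM final) began the reaction, which was monitored by fluorescence at 0 and 10 min.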
POLI inh: inhibitors of human DNA polymerase iota. Q9UNA4. Pol iota fluorescent replication assay, 10 min. Potency, µM (titrated, usually from 115 µM), for inactives: at the top dose activity, negative = inhibition, usual class: inhibitors. 1% of 390,000 active; note: potency is the fitted concentration of half-maximal effect
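Pol iota at 10 nM preincubated 15 min with compounds at room temperature; reaction started with fluorescent substrate, 50 nM final. Fluorescence read kinetically at 0 and 10 min; buffer-only wells as negative control.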
TRHR ag: TRH receptor (human) agonism | TRHR cells, calcium flux fluo-8, FDSS agonist mode | 0.18% of 360,000 active | activation, % at 2 µM | P34981 | AID 493084; in the data active = activation above about 30%; note: 0% is about no effect
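Read-out: compound-evoked intracellular calcium rise in TRHR cells, fluo-8 dye, kinetic FDSS fluorescence at 1 s/cycle following a 10-cycle baseline. Cells cultured overnight before dye loading (30 min–1.5 h, RT).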
Anesthetic bind: candidate novel general anesthetic via apoferritin binding | apoferritin/1-aminoanthracene competitive binding, fluorescence | 0.074% of 350,000 active | Potency, µM (top dose mostly 77.5 µM), inactives show top-dose activity change, negative = displacement, most hits filed as inhibitors | P02791 | AID 485281; note: potency is the fitted concentration of half-maximal effect; % is set by controls: 0 for no effect and ±100 for the full control effect; nearly all actives have a fitted effect of over 20% in size
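In PBS, apoferritin at 10 uM is loaded with 1-AMA from a 50% saturated solution. After 10 min of compound exposure at ambient temperature, reduced 535 nm fluorescence indicates probe displacement.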
Pol beta inh: blocks human DNA polymerase beta activity; P06746; Pol beta primer extension/strand displacement, fluorescence kinetic; Potency, µM (series often up to 114 µM), for the others: top-dose activity change, negative = inhibition, hits mostly inhibitors; 1.3% of 340,000 active; AID 485314; note: potency is the fitted concentration of half-maximal effect; % is set by controls: 0 for no effect and ±100 for the full control effect
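Pol beta (10 nM) and compounds were preincubated 15 min at room temperature, then 50 nM substrate (final) started primer extension/strand displacement. Reads were taken at 0 and 10 min; concentration-response data were fitted to a four-parameter Hill equation.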
Active calls of the source: *; ? = inconclusive; . = no result given; [ ] = remark or other dose. Unless noted, calls come from the whole dose curve; as a rule, active = well fitted curve in the direction sought with a large enough effect; inconclusive = small, poorly fitted or top-dose-only effect, or another doubt; inactive = no such curve, though single readings can be large; an effect the other way counts as inactive or inconclusive. These rows are one share of the data; rates above refer to the full screens.

no. | Molecule | APEX1 inh | ERG-DNA inh | BLM helicase inh | ALOX12 inh | POLK inh
1 | CCOc1cc(N2CCOCC2)c(OCC)cc1NC(=O)c1cc(S(=O)(=O)N2CCOCC2)ccc1F | 12.0% | 5.3% | . | -7.1% | -9.8%
2 | CC(=O)Nc1ccc2sc(NC(=O)CN3CCOCC3)nc2c1 | -6.0% | -14.5% | 1.3% | ? | -6.5%
3 | c1coc(-c2nnc(-c3ccc4c(c3)OCO4)o2)c1 | -2.9% | . | -7.6% | ? | .
4 | O=C(C1CCCC1)N1CCCC(Nc2ccc(F)cc2)C1 (centres undefined) | 13.2% | 2.3% | 2.0% | 0.0% | -1.1%
5 | COc1cccc(NC(=O)Cn2c(=O)n(-c3ccc(C)cc3)c(=O)c3ccc(C(=O)NCc4ccco4)cc32)c1 | . | 2.0% | -2.6% | -26.9% | 7.0%
6 | O=C(CSc1ccc2ccccc2c1)NCc1cccs1 | 3.2% | 3.2% | -8.1% | -15.0% | -18.8%
7 | O=C1CN(C(=O)c2ccccc2C(F)(F)F)C(c2ccccc2)c2cc(F)ccc2N1 (centres undefined) | . | -6.0% | -2.6% | -12.1% | -6.1%
8 | Cc1cc(C)c(C)c(S(=O)(=O)N2CCN(Cc3nc4ccccc4[nH]3)CC2)c1C | -2.9% | 1.3% | -2.7% | 18.2% | -2.3%
9 | Cc1sc(NC(=O)CSc2nnc(CCNC(=O)c3cccs3)n2C)nc1-c1ccccc1 | -1.5% | -4.1% | 0.9% | 0.0% | 1.4%
10 | CCc1cc(Cn2nc(-c3ccccc3)cc2C(=O)O)on1 | 36.0% | 1.1% | . | ? | -24.8%
11 | Cn1c(=O)n(C)c2cc([N+](=O)[O-])c(N3CCN(S(=O)(=O)c4ccc5ccccc5c4)CC3)cc21 | 9.4% | . | -3.1% | 8.4% | -7.5%
12 | CCOC(=O)C1(CCOC)CCN(Cc2ccccc2-c2ccco2)CC1 | -0.9% | 11.8% | -4.2% | -1.6% | -21.3%

no. | POLI inh | TRHR ag | Anesthetic bind | Pol beta inh
1 | -10.2% | . | . | .
2 | 23.2% | 0.1 | -5.1% | 36.6%
3 | . | 0.2 | -7.4% | ?
4 | 31.3%[activator] | -0.7 | -11.3% | 2.6%
5 | 16.3% | 3.3 | -19.4% | 26.9%
6 | 203.5%[activator] | -0.3 | 2.5% | -3.2%
7 | -5.8% | 0.8 | -8.1% | 12.9%
8 | 8.2%[58.9 µM] | -0.9 | -18.5% | 8.8%
9 | 23.2% | -0.6 | -6.3% | 37.6%
10 | 6.1% | -0.5 | . | .
11 | -20.5% | 0.3 | 0.2% | 17.3%
12 | 85.9%[activator] | 0.3 | -12.8% | 30.8%

Next structures follow:
no. | Molecule | APEX1 inh | ERG-DNA inh | BLM helicase inh | ALOX12 inh | POLK inh
13 | Cc1ccc2c(c1)C(c1ccccc1)N(C(=O)c1cc3ccccc3oc1=O)CC(=O)N2 (centres undefined) | -0.7% | -11.7% | -2.6% | -16.3% | -7.0%
14 | COc1ccc(OCCn2cc(/C=C(\C#N)C(=O)NCc3ccco3)c3ccccc32)cc1 | 3.6% | -17.6% | -3.6% | 7.1% | -11.0%
15 | CCN1CCN(S(=O)(=O)c2ccc(Cl)c(C(=O)Nc3nnc(CC(C)C)s3)c2)CC1 | 0.0% | 4.8% | -0.7% | -1.9% | 0.8%
16 | NNC(=O)C1COc2cc3ccccc3cc2O1 (centres undefined) | -32.9% | 5.4% | -2.2% | -2.6% | -1.5%
17 | Cc1c(C)n2c3c(cccc13)CC2 | 22.0% | 5.6% | -0.3% | 0.2% | 6.6%
18 | COC(=O)/C(=C(O)\C=C\c1ccccc1[N+](=O)[O-])c1nc2ccccc2[nH]1 | 15.4% | 0.5% | -19.4% | 2.3% | -14.9%
19 | CC(C)CC(NC(N)=O)C(=O)Nc1ccc(Oc2ccccc2)cc1 (centres undefined) | 20.1% | 0.6% | -2.1% | -0.2% | -21.3%
20 | Cc1cc(C2=NNC(=NC3CCCCC3)SC2)c(C)n1-c1c(C)n(C)n(-c2ccccc2)c1=O | -4.3% | 5.6% | -18.4% | -19.6% | -3.9%
21 | C=CCNC(=O)c1onc(CSc2cccc3ccccc23)c1C(=O)O | 0.5% | -23.1% | -1.1% | -27.6% | -8.0%
22 | Cn1c(=O)[nH]c(=O)c2c1nc(CN1CCOCC1)n2CCc1ccccc1 | -8.0% | . | 5.6% | -3.9% | -8.0%
23 | COC(=O)c1ccccc1NC(=O)C1CCN(S(=O)(=O)c2cc(OC)ccc2OC)CC1 | 4.1% | -2.1% | -4.7% | -4.1% | -11.8%
24 | Cc1ccc(NC(=O)CSc2nnc3ccccn23)cc1S(=O)(=O)N1CCOCC1 | 8.2% | -5.2% | 1.9% | -7.0% | 0.5%

no. | POLI inh | TRHR ag | Anesthetic bind | Pol beta inh
13 | -19.1% | -0.1 | -10.3% | 1.2%
14 | 6.2% | -0.7 | -9.8% | 8.3%
15 | 13.3% | -0.1 | -14.7% | 12.3%
16 | 34.4%[activator] | -1.3 | ? | ?
17 | 95.0%[activator] | 0.6 | -3.3% | 4.1%
18 | ? | -1.5 | 3.7% | -17.3%
19 | 65.1%[activator] | -0.6 | -11.6% | 9.1%
20 | ? | -0.9 | ? | 4.3%
21 | ? | -0.1 | ? | ?
22 | 2.7% | 0.7 | 3.1% | 8.8%
23 | 17.2% | -1.9 | -16.7% | -6.7%
24 | 22.9% | 1.4 | 8.5% | 11.4%

(continued)
no. | Molecule | APEX1 inh | ERG-DNA inh | BLM helicase inh | ALOX12 inh | POLK inh
25 | CN(C)c1ccc(/C=N\S(=O)(=O)c2ccccc2)cc1 | 4.2% | -3.9% | -7.2% | 4.5% | -4.5%
26 | O=C(NCCO)NC(=S)c1ccccc1 | 0.8% | -5.7% | -4.9% | -1.5% | 3.3%
27 | COC(=O)CN1C(=S)N(c2ccc(OC)cc2)C(=O)/C1=C/c1ccc(OC)cc1 | -4.5% | 3.6% | 0.8% | 0.0% | 3.4%
28 | CC(C)n1nc(C(=O)Nc2ccc3c(c2)OCO3)c2ccccc2c1=O | -6.8% | 5.3% | . | 221.6%[activator] | -3.8%
29 | COc1ccc(-c2nnc(SCC(=O)c3cccs3)o2)cc1 | -2.8% | 0.0% | -2.4% | ? | -7.2%
30 | N#Cc1cccc(C(=O)N(CCc2ccccc2)Cc2cccs2)c1 | -0.4% | 17.2% | -0.3% | -1.2% | -7.5%
31 | COc1ccc([N+](=O)[O-])cc1/C=N/Nc1nc(N2CCCCC2)nc(N2CCCCC2)n1 | -0.9% | 8.1% | -0.4% | -0.9% | 3.7%
32 | CN1CCN(C(N)=NC(=O)c2ccccc2)CC1 | 5.7% | 1.7% | -17.3% | -23.7% | 2.6%
33 | Cc1ccc(S(=O)(=O)n2nc(-c3cccnc3)nc2N)cc1 | -8.0% | 5.5% | 1.6% | -18.8% | -3.7%
34 | CC(C)c1ccccc1NC(=O)COC(=O)c1cccnc1 | 12.7% | 8.6% | -2.0% | ? | 11.7%
35 | COc1ccc(NS(=O)(=O)c2cccc(C(=O)N3CCN(Cc4cc(OC)ccc4OC)CC3)c2)cc1 | 6.5% | 18.3% | -2.0% | ? | -6.3%
36 | CC1CN(C(=O)C2CCCN2S(=O)(=O)c2ccc(Cl)cc2)CC(C)O1 (centres undefined) | -0.9% | -7.1% | -1.3% | 0.4% | -2.3%
37 | Cn1cccc1C(=O)OCC(=O)Nc1ccc2[nH]c(=O)[nH]c2c1 | -15.1% | ? | . | -6.1% | -8.1%
38 | Cc1ccc(CSc2sc(C(=O)c3ccccc3)c(N)c2C#N)cc1 | -4.6% | -10.4% | -12.2% | ? | -9.9%

no. | POLI inh | TRHR ag | Anesthetic bind | Pol beta inh
25 | 5.2% | 0.2 | -11.1% | 2.3%
26 | 20.7% | 0.0 | -16.3% | 1.4%
27 | 15.8% | 0.8 | -15.7% | -3.5%
28 | 18.6% | -0.2 | . | .
29 | -3.5% | 0.2 | ? | 7.9%
30 | 1.5% | -0.1 | -10.8% | 20.5%
31 | 93.8%[activator] | 0.0 | -8.3% | 11.4%
32 | -5.4% | 1.2 | 1.3% | 23.8%
33 | 14.5% | 0.0 | -11.1% | 24.9%
34 | 36.9%[activator] | 0.1 | -8.0% | 12.6%
35 | 0.4% | -0.4 | ? | -0.1%
36 | 38.8%[activator] | 0.9 | -12.3% | 11.9%
37 | 7.7% | . | . | .
38 | 5.9% | 0.9 | 2.8% | 4.9%

Single records, from the list above. Order of screens: APEX1 inh	ERG-DNA inh	BLM helicase inh	ALOX12 inh	POLK inh	POLI inh	TRHR ag	Anesthetic bind	Pol beta inh
Listed for CC(C)n1nc(C(=O)Nc2ccc3c(c2)OCO3)c2ccccc2c1=O : -6.8%	5.3%	.	221.6%[activator]	-3.8%	18.6%	-0.2	.	.
Listed for O=C(NCCO)NC(=S)c1ccccc1 : 0.8%	-5.7%	-4.9%	-1.5%	3.3%	20.7%	0.0	-16.3%	1.4%
Listed for COC(=O)CN1C(=S)N(c2ccc(OC)cc2)C(=O)/C1=C/c1ccc(OC)cc1 : -4.5%	3.6%	0.8%	0.0%	3.4%	15.8%	0.8	-15.7%	-3.5%
Listed for N#Cc1cccc(C(=O)N(CCc2ccccc2)Cc2cccs2)c1 : -0.4%	17.2%	-0.3%	-1.2%	-7.5%	1.5%	-0.1	-10.8%	20.5%
Listed for CN1CCN(C(N)=NC(=O)c2ccccc2)CC1 : 5.7%	1.7%	-17.3%	-23.7%	2.6%	-5.4%	1.2	1.3%	23.8%
